Source: PubChem
GALK inh: GALK (human) enzyme inhibition. P51570. recombinant GALK, Kinase-Glo ATP luminescence, 1 h. 44,000 tested, under 10 active. Potency, µM (highest dose often 57.5 µM), for the others: at the highest dose activity, negative = inhibition, most hits filed as inhibitors;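 further: plate controls were full GALK reaction for no effect and reaction lacking GALK for full effect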
Target sequence (P51570 whole entry, looked up): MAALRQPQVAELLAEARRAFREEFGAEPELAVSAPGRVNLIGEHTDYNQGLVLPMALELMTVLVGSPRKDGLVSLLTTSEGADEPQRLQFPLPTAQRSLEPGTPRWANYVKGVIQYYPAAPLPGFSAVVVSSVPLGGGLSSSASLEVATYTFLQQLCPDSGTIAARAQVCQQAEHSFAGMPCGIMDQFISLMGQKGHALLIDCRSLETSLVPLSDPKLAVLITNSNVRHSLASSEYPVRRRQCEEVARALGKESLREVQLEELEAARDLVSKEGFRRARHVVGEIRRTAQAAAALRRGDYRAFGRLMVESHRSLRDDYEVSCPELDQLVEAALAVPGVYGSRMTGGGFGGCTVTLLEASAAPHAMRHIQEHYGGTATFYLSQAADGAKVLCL
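5 nM GALK with 35 µM ATP and 100 µM galactose in HEPES pH 8.0, MgCl2, NaCl, DTT, BSA; 1 h RT reaction, remaining ATP detected by Kinase-Glo Plus luminescence after 10 min; qHTS concentration series.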
NTMT1 inh: NTMT1 methyltransferase inhibition | Q9BV86 | NTMT1 MTase-Glo SAH luminescence, purified enzyme | Potency, µM (doses to about 114 µM), for the others: top-dose activity change, negative = inhibition, usual class: inhibitors | 2.5% of 59,000 active;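 further: potency means the concentration at half of the fitted maximal effect; plate controls were DMSO vehicle for no effect and no enzyme for full effect; nearly all actives have a fitted effect of over 65% in size; many of its hits are not listed in these tables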
Target sequence (Q9BV86 whole entry, looked up): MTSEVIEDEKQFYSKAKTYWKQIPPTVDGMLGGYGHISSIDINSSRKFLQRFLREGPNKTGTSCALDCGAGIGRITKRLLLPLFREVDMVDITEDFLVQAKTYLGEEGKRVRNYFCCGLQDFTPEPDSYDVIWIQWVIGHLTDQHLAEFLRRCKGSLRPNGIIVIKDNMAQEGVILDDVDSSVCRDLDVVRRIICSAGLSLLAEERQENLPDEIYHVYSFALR
TSG101-PTAP inh: TSG101-PTAP interaction inhibition, HIV-1 budding; Fluorescence polarization, FITC-PTAP peptide/Tsg101, 20 min; Potency, µM (doses to about 115 µM), for inactives: at the top dose activity change, negative = inhibition, hits mostly inhibitors; 44,000 tested, under 10 active; AID 1347069; further: potency means the concentration at half of the fitted maximal effect; 0% is about no effect
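Read-out is FITC fluorescence polarization. Compounds were added to Tsg101 binding domain (10 uM final), then FITC-PTAP peptide (50 nM final), 20 min at r.t. Total S+P intensity flags fluorescent compounds.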
p53null 32C tox: kills p53 null cells at the permissive temperature. H1299-neo p53 null cells, ATP luminescence, 24 h, 32C. 0.62% of 55,000 active. Potency, µM (doses to about 46.1 µM), inactives show at the top dose activity change, negative = cytotoxicity, hits mostly cytotoxic;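 further: potency means the concentration at half of the fitted maximal effect; 0% = DMSO only and -100% = full killing by 100 µM tamoxifen; nearly all actives have a fitted effect of over 55% in size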
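H1299-neo (p53-null) cells, 600/well, were pre-incubated overnight at 37C, then exposed to compounds at up to 46 uM for 24 hr at 32C. Viability was measured as ATP content by luminescence, and AC50 values came from Hill fits.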
FH mod: Identification of activators of human fumarate hydratase by quantitative high-throughput screening; 0.22% of 54,000 active; FH coupled MDH/diaphorase resazurin fluorescence, 15 min; Fumarate hydratase, mitochondrial (Homo sapiens), P07954; Potency, µM (highest dose often 79.9 µM), for inactives: at the highest dose activity change, negative = inhibition, hits mostly inhibitors; further: potency means the concentration at half of the fitted maximal effect; on the % scale 0 is the no-effect control and ±100 the full control effect; the screen sought activators but most active calls are inhibition curves; nearly all actives have a fitted effect of over 45% in size
B2AR arrestin ag: agonists recruiting beta-arrestin to human beta2-adrenergic receptor. P07550. HTLA Tango cells, beta-arrestin recruitment, luciferase luminescence, 18 h. Potency, µM (top dose mostly 46.1 µM), without a hit: at the highest dose activation, hits mostly activators. 44,000 tested, under 10 active. AID 1347077;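 further: potency means the concentration at half of the fitted maximal effect; 0% = DMSO and full agonism = EC100 isoproterenol or metaproterenol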
Target sequence (P07550 whole entry, looked up): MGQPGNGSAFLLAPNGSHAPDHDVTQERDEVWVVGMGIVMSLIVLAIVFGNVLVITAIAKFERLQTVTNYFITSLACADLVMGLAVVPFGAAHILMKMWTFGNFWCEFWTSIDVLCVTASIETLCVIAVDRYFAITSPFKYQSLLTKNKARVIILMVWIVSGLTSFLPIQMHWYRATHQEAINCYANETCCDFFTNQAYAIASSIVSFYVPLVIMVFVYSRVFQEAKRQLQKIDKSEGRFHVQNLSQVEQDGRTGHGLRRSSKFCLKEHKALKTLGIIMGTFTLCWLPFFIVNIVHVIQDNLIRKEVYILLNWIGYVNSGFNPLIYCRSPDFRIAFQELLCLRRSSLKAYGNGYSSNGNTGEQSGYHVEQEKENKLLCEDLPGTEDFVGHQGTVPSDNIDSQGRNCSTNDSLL
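Tango cells expressing recombinant beta2-AR and beta-arrestin were treated with compounds (up to 46 microM titration) in DMEM with 1% FBS for 18 hr at 37 degrees C. Beta-arrestin recruitment drove tTA-dependent luciferase, read by luminescence; curves were fitted and classed.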
p53null 39C tox: p53 null cell cytotoxicity, nonpermissive temperature. H1299 p53-null (neo) cells, 39C, ATPlite viability, 24 h. Potency, µM (series often up to 46.1 µM), without a hit: at the highest dose activity, negative = cell killing, actives largely listed as cytotoxic. 0.97% of 55,000 active. AID 904;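 further: potency means the concentration at half of the fitted maximal effect; 0% = DMSO only and -100% = full killing by 100 µM tamoxifen; nearly all actives have a fitted effect of over 50% in size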
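Concentration-response (up to 46 uM) was run for 24 h at the nonpermissive 39C on H1299-p53A138V or H1299-neo cells. ATP content was measured with ATPlite luminescence. AC50 values were Hill-modeled after normalizing between DMSO and 100 uM tamoxifen killing.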
Active calls of the source: *; ? = inconclusive; . = not tested or not shown; [ ] = another dose, or the depositor's remark. The call rests on the fitted dose curve; in most records, active means well fitted curve in the direction sought with a large enough effect; inconclusive means small, poorly fitted or top-dose-only effect, or another doubt; inactive means no such curve, though single readings can be large; an effect the other way counts as inactive or inconclusive. Not all compounds are listed (hit frequency here may not be typical).

Below each SMILES: GALK inh, NTMT1 inh, TSG101-PTAP inh, p53null 32C tox, FH mod, B2AR arrestin ag, p53null 39C tox
> COc1ccc(CNC(=O)Cc2c(C)c3c(cc(C)c4c(C)coc43)oc2=O)cc1
→ 2%, 16%, -7%, -9%, -3%, 0%, 5%
> Cc1ccccc1NC(=O)CSc1nc2c(c(=O)n(C)c(=O)n2C)n1Cc1ccccc1F
→ 9%, 7%, 1%, 10%, 0%, 1%, -6%
> COCCn1c(=O)[nH]c2cc(C(=O)N3CCN(c4ccc(F)cc4)CC3)ccc2c1=O
→ 0%, 11%, -2%, -3%, -2%, 1%, -16%
> COc1cccc(-c2noc(C3CC(=O)N(c4ccc(F)cc4)C3)n2)c1OC (configuration not stated)
→ 0%, 3%, -4%, 7%, -14%, 0%, -16%
> COc1cc(NC(=O)c2cc(Cl)ccc2Cl)ccc1NC(=O)c1cc2ccccc2o1
→ -16%, ?, 1%, 8%, -7%, 0%, 10%
> CCc1nnc(SC(CC)C(=O)Nc2cccc(OC)c2)c2cc3oc(C)cc3n12 (configuration not stated)
→ 2%, -6%, 1%, -5%, -25%, 3%, ?
> COc1cc(-c2nc(-c3ccc4c(c3)[nH]c(=O)n4C)no2)cc(OC)c1OC
→ -8%, -13%, 0%, 2%, -1%, -1%, ?
> CC(Oc1ccc(F)cc1)C(=O)Nc1nc(-c2ccc(F)cc2)ns1 (configuration not stated)
→ ?, 15%, 0%, 25%, -15%, ?, ?
> CCOC(=O)c1ccccc1NC(=O)c1cc2c(s1)-c1c(C)cccc1OC2
→ 1%, 10%, -1%, 5%, 1%, 1%, 12%
> O=C(NCCc1ccccc1)C(=O)NCC(c1ccco1)S(=O)(=O)c1cccs1 (configuration not stated)
→ -2%, -2%, -4%, 1%, 3%, -3%, 4%
> CC1CCC(NC(=O)C2(C)Cc3ccccc3C(=O)N2Cc2ccc(Cl)cc2)CC1 (configuration not stated)
→ 0%, -2%, -3%, -7%, 4%, 0%, ?
> Cc1ccc(C)c(NC(c2ccccc2)c2nnc(-c3ccccc3F)o2)c1 (configuration not stated)
→ 4%, 1%, 3%, 25%, -39%, -2%, 10%
> CCOc1ccc(S(=O)(=O)Nc2ccc(OC)c(Cl)c2)c2cccnc12
→ 1%, 13%, 0%, ., -11%, 0%, .
> CCc1cccc(C)c1NC(=O)c1ccc2c(c1)CCN2S(=O)(=O)c1ccc(Cl)cc1
→ -13%, -4%, 0%, 7%, -23%, -1%, -14%
> CSc1ncc(C(=O)Nc2ccc(C)c(Cl)c2)c(-c2ccccc2)n1
→ 0%, 9%, 3%, -5%, -17%, 0%, -4%
> COc1cc(NC(=O)N2CCC3(CC2)Nc2cc(F)ccc2-n2cccc23)cc(OC)c1OC
→ 1%, -5%, -1%, 42%[activator], ?, 0%, -14%
> CCOc1ccc(C(=O)NCC(c2cccs2)S(=O)(=O)c2ccccc2)cc1 (configuration not stated)
→ -4%, 14%, -2%, -3%, -9%, -3%, 3%
> Cc1cccc(N2CCN(C(=O)CCCCn3c(=O)[nH]c4ccsc4c3=O)CC2)c1C
→ -4%, -1%, -1%, 18%, -14%, 1%, 7%
> Cc1ccc(-c2nc(CS(=O)(=O)CC(=O)N3CCN(c4ccccc4)CC3)c(C)o2)cc1
→ 7%, ?, -4%, -3%, ?, -2%, -10%
> Cc1ccc(Cl)cc1NC(=O)Cn1c(=O)c(CNc2ccccc2)cc2cc3c(cc21)OCCO3
→ -1%, -21%, 2%, -1%, 2%, 0%, 2%

In another format: 3 of the compounds above.
structure | GALK inh | NTMT1 inh | TSG101-PTAP inh | p53null 32C tox | FH mod | B2AR arrestin ag | p53null 39C tox
COc1ccc(CNC(=O)Cc2c(C)c3c(cc(C)c4c(C)coc43)oc2=O)cc1 | 2% | 16% | -7% | -9% | -3% | 0% | 5%
Cc1ccccc1NC(=O)CSc1nc2c(c(=O)n(C)c(=O)n2C)n1Cc1ccccc1F | 9% | 7% | 1% | 10% | 0% | 1% | -6%
COCCn1c(=O)[nH]c2cc(C(=O)N3CCN(c4ccc(F)cc4)CC3)ccc2c1=O | 0% | 11% | -2% | -3% | -2% | 1% | -16%

Continuation:
Below each SMILES: GALK inh, NTMT1 inh, TSG101-PTAP inh, p53null 32C tox, FH mod, B2AR arrestin ag, p53null 39C tox
> CCN(CCCNC(=O)c1nn(-c2ccc(C)cc2)c(=O)c2c1c1ccccc1n2C)c1cccc(C)c1
→ 8%, 5%, 0%, 8%, -7%, -2%, 19%
> CCCCOc1nnc(-c2ccc(OCC)cc2)c2ccccc12
→ 3%, 14%, -3%, 19%, ?, 1%, -2%
> Cc1cccc(-c2nc(CSCC(=O)N3CCN(c4cccc(C)c4C)CC3)c(C)o2)c1
→ -1%, -11%, -7%, 37%[activator], ?, -2%, 33%[activator]
> COc1ccccc1CNC(=O)CN(c1ccccc1OC)S(C)(=O)=O
→ -2%, -3%, -8%, -3%, -7%, 1%, 8%
> CCC(=O)N1CCCc2cc(S(=O)(=O)Nc3ccc(C)c(C)c3)ccc21
→ 18%, -6%, -8%, 7%, -12%, 1%, 10%
> O=c1c2cc3c(cc2nc2sc(Nc4ccc(F)cc4F)nn12)OCO3
→ 0%, -20%, -4%, -22%, 5%, 1%, ?
> CCc1cc(=O)[nH]c(SCc2nc(-c3ccc(C(F)(F)F)cc3)no2)n1
→ -1%, -4%, -10%, -1%, -11%, 0%, 0%
> O=C(O)CCc1nnc2cnc3ccccc3n12
→ 5%, 14%, -4%, -1%, -32%, 0%, -27%
> CCOc1cc(C(=O)OCc2cc(=O)n3nc(CC)sc3n2)cc(OCC)c1OCC
→ 1%, -17%, -2%, -10%, -13%, -1%, -20%
> CCOC(=O)Cn1c(=N)n(Cc2ccc(C(C)(C)C)cc2)c2ccccc21
→ 0%, 3%, 1%, -6%, ?, 0%, -21%
> Cc1cc(C)c(Cn2c3ccccc3c3cnn(CC(=O)NCCC4=CCCCC4)c(=O)c32)c(C)c1
→ -2%, 4%, -6%, -8%, 2%, -3%, -14%
> Cc1cccc(C)c1OCC(=O)Nc1c(C(=O)c2ccccc2)oc2ccccc12
→ 8%, 11%, -1%, 1%, -25%, 0%, -19%
> COc1cc2cc(CNc3ccc(C)cc3)c(=O)n(CC(=O)Nc3ccc(F)cc3F)c2cc1OC
→ 0%, ?, -8%, -1%, -24%, 1%, -16%
> COc1ccc(CCNC(=O)C(=O)NCC(c2ccco2)S(=O)(=O)c2cccs2)cc1 (configuration not stated)
→ 4%, -8%, 0%, 0%, ?, -2%, 2%
> Cc1ccccc1Nc1nn2c(=O)c3ccc(C(=O)NCc4ccccc4)cc3nc2s1
→ -2%, 9%, 2%, -15%, -18%, -2%, 23%
> Cc1ccc(C)c(CNC(=O)c2cnc3sc(N4CCCC4)nn3c2=O)c1
→ -10%, -16%, -1%, -1%, 1%, 0%, -21%
> Cc1ccc(O)c(C(CC(=O)NCC2(c3ccccc3)CCCC2)c2ccccc2)c1 (configuration not stated)
→ 0%, 14%, -3%, ?, ?, 0%, ?
> COc1ccc(CNCc2c(C(=O)O)c(C)n(Cc3ccc(Cl)cc3)c2C)c(OC)c1
→ 0%, -4%, 0%, -4%, 7%, 5%, -3%
> CCOc1ccc(CN2CCc3nc(Nc4ccc(OC)cc4OC)ncc3C2)cc1
→ 1%, 3%, -12%, -4%, -27%, 0%, -1%
> O=C(Nc1ccc(F)cc1F)c1c2c(nc3ccccc13)C(=O)N(C1CCCCC1)C2
→ 0%, 13%, -3%, -8%, 7%, 3%, -23%
> CC(C)Cn1c(=O)c2ccccc2n2c(-c3ccc(Br)cc3)nnc12
→ 1%, 6%, -3%, -1%, -8%, -2%, -5%
> CCc1ccc(-c2cc(C)no2)cc1S(=O)(=O)NCc1ccc(OC)cc1
→ 2%, 3%, 0%, -19%, -15%, 0%, ?
> COc1ccccc1CNC(=O)CCn1c(=O)c2ccccc2n(CC(=O)Nc2ccc(C)cc2C)c1=O
→ -7%, -21%, -3%, 9%, -6%, -2%, -15%
> O=C(NC1CC(=O)N(c2ccc(Cl)cc2)C1)C1CCCCC1 (configuration not stated)
→ -2%, 9%, 1%, -1%, 4%, -3%, 19%
> COc1ccc(-c2nc3ccccc3o2)cc1NC(=O)C(C)Oc1ccc(Cl)cc1Cl (configuration not stated)
→ 10%, 4%, -5%, 1%[9.22 µM], -16%, 1%, -18%
> Cc1cccc(Nc2cc(C)nc3nc(-c4ccccc4)nn23)c1
→ -1%, 4%, 0%, -6%, 3%, -1%, -15%
> N#Cc1ccc(S(=O)(=O)N2CCC(Oc3cccc(C(F)(F)F)c3)CC2)cc1
→ ?, 14%, 1%, -6%, -5%, -2%, -9%
> CC1CCc2noc(NC(=O)c3ccccc3[N+](=O)[O-])c2C1 (configuration not stated)
→ 1%, 2%, -10%, -5%, -22%, -1%, 7%
> Cc1ccc2c(CC(=O)N(Cc3ccc(Cl)cc3)Cc3ccco3)coc2c1
→ 0%, 0%, 4%, 3%, -13%, 0%, ?
> CCc1ccc(OCC(=O)N(Cc2ccc(C)cc2)Cc2ccco2)cc1
→ 2%, -4%, 0%, 22%, -12%, 0%, 11%
> CCC(C)NC(=O)CCC(=O)N1Cc2ccccc2Oc2ncccc21 (configuration not stated)
→ 3%, 1%, -8%, -10%, -11%, -1%, -22%
> COc1ccccc1Cc1nc2ccccc2nc1SCC(=O)N1CCN(c2ccccc2)CC1
→ -2%, 5%, 1%, -8%, -21%, 0%, -3%
> Fc1cccc(F)c1-c1nc(-c2ccncc2)no1
→ 0%, -10%, -1%, -12%, 3%, 0%, 13%
> Cc1cccc(NC(=O)CN2C(=O)c3ccccc3Sc3ncccc32)c1C
→ 2%, 5%, 3%, 1%, -7%, 0%, -1%
> O=C(NCc1ccccc1Cl)c1ccc(NC(=O)N2CCCCc3ccccc32)cc1
→ 0%, ?, -2%, -6%, 11%, 0%, 0%
> CCCN(CCC)c1nn2c(=O)c(C(=O)NCc3cccc(OC)c3)cnc2s1
→ -2%, -17%, -9%, 4%, -1%, 0%, -2%
> COc1cc(OC)c(N(C)C(=O)c2cc3c(s2)-c2ccccc2OC3)cc1Cl
→ 5%, 13%, 0%, 14%, -47%, 0%, 21%
> CCC(=O)N1CCc2cc(Br)cc(S(=O)(=O)CCC(=O)NCCc3ccc(Cl)cc3)c21
→ -5%, 5%, -2%, 0%, -17%, 1%, -1%
> CC1=C(c2ccc(C)c(C)c2)S(=O)(=O)N(Cc2ccc(C(=O)NCc3ccccc3F)cc2)C1=O
→ 0%, 6%, -3%, 3%, -9%, -2%, 2%
> Cc1cccc(NC(=O)Cn2c(=O)n(CCCS(=O)(=O)C3CCCCC3)c(=O)c3ccccc32)c1
→ 2%, 4%, 2%, -5%, 6%, -1%, -14%
